# VEEV TC-83 Vero: inhibitors of VEEV TC-83 cytopathic effect, confirmation, Vero cells (AID 588727) | Vero cells, VEEV TC-83 cytopathic effect inhibition; higher % means a stronger effect | inhibition, % at 20 µM, or IC50 in µM where a hit was titrated | 350,000 tested, 0.13% active; in the data active = a potency from the dose series; inconclusive = inhibition mostly from about 14% at the one dose, without a potency; inactive = the rest, 99 in 100 with inhibition below about 12%; also: strong numbers were not always called active
# H37Rv inhibition: M. tuberculosis growth inhibition, HTS (AID 449762); M. tuberculosis H37Rv growth inhibition, 7H9 media; higher % means a stronger effect; inhibition, % at 25 µM; hits with a dose series show IC50 in µM; 330,000 tested, 0.59% active; in the data active = a potency from the dose series; inconclusive = inhibition above about 70% without an active follow-up result;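 also: bacterial growth assessed after seven days of incubation; strong numbers were not always called active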
# tuberculosis growth: growth inhibition of non-replicating M. tuberculosis (AID 488890). Mycobacterium tuberculosis non-replicating, growth inhibition; higher % means a stronger effect. one-dose inhibition, % at 25 µM; IC50 in µM for titrated hits. 320,000 tested, 0.39% active; in the data active = a potency from the dose series; inconclusive = inhibition mostly from about 82% at the one dose, without a potency; inactive = the rest, 99 in 100 with inhibition below about 76%;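 also: plate controls were DMSO cells for no effect and high antibiotic wells for full effect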
# influenza NS1A: H1N1 influenza NS1A inhibitors, functional cell based assay (AID 504329). NS1A functional cell-based assay, percent inhibition; higher % means a stronger effect. inhibition, % at 12.5 µM; hits with a dose series show IC50 in µM. 340,000 tested, 0.3% active; in the data active = a potency from the dose series; inconclusive = inhibition above about 27% without an active follow-up result; also: strong numbers were not always called active
# Salmonella PhoP GFP: PhoP regulon inhibitors, Salmonella typhi PhoP promoter GFP reporter, confirmatory (AID 1850). 310,000 tested, 0.33% active. inhibition, % at 50 µM, or IC50 in µM where a hit was titrated. Salmonella Typhi PhoP-promoter GFP reporter, fluorescence, 4 h; higher % means a stronger effect; in the data active = a potency from the dose series; inconclusive = inhibition mostly from about 25% at the one dose, without a potency; inactive = the rest, 99 in 100 with inhibition below about 19%;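 also: 0% = induced wells with vehicle and 100% = uninduced wells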
# VEEV TC-83 Vero 10K pilot screen: second read-out of VEEV TC-83 Vero, no call of its own (marks repeat the call); inhibition, %; measured here: 10K pilot screen inhibition
# * marks the source's active call; other numbers are inactive results; i = inactive; ? = inconclusive; / = no result given.
SMILES,VEEV TC-83 Vero,H37Rv inhibition,tuberculosis growth,influenza NS1A,Salmonella PhoP GFP,others
COc1ccc(OC)c(NC(=O)CSc2nnc3ccc(-c4ccccn4)nn23)c1,6.6%,-2%,-11%,-1%,-6%,
CC(=O)c1ccccc1OCCCN1CCCCC1,0.0%,-7%,14%,3%,-13%,
Cc1oc2c(CN3CCCCC3C)c(O)ccc2c(=O)c1-c1ccc(Br)cc1 (centres undefined),0.7%,3%,11%,-2%,9%,
N#Cc1c(C(F)(F)F)cc(-c2cccc(Cl)c2)[nH]c1=O,2.5%,-16%,54%,4%,-10%,
COc1cc(NC(=S)N2CCCC(CO)C2)cc(OC)c1 (centres undefined),2.2%,8%,5%,0%,1%,
Cc1ccc(NC(=O)CC2S/C(=N/N=C3\CCCc4ccccc43)NC2=O)cc1 (centres undefined),2.2%,6%,1%,-16%,-3%,
Cc1ccc(N2CC(C(=O)NCCS(=O)(=O)N3CCN(c4ccccc4F)CC3)CC2=O)cc1 (centres undefined),0.1%,3%,-5%,-9%,-3%,
CC(C)OC(=O)NCCOC(=O)Nc1ccc(Cl)c(Cl)c1,0.4%,-15%,12%,3%,6%,
CCOc1ccc(Br)cc1S(=O)(=O)NC1CCCC1,1.8%,-7%,0%,-12%,/,
Cc1c(C(=O)NCCSCc2c(F)cccc2Cl)cnn1-c1ccc(Cl)cc1,4.6%,?,59%,/,4%,
COc1cc(/C=C/C(=O)N2CCCC2)cc(OC)c1OC,1.5%,-8%,-10%,0%,-3%,
Cn1cnc(S(=O)(=O)N2CCc3ccccc32)c1,0.3%,-1%,-2%,-29%,-9%,
CN(C)CCCN(C(=O)CCS(=O)(=O)c1ccccc1)c1nc2cc3c(cc2s1)OCO3,13%,-14%,?,-1%,-1%,
O=C1OCc2ccc(NS(=O)(=O)c3ccc(C(F)(F)F)cc3)cc21,1.2%,0%,-6%,/,9%,
O=C(O)CC1(CC(=O)Nc2cccc(C(F)(F)F)c2)CCCC1,0.2%,-5%,12%,0%,1%,
O=C(CSc1nc(O)c(Cc2ccccc2)c(=O)[nH]1)N1CCOCC1,1.2%,2%,-3%,-2%,4%,
CN1CCCN(C(=O)c2ccccc2Cl)CC1,0.7%,1%,7%,17%,-3%,
NS(=O)(=O)c1cc(C(=O)O)cc(N2CCCC2)c1Oc1ccccc1,i,2%,1%,4%,-12%,
Cc1ccc([C@@H]2CC=C(C(=O)O)[C@H](c3ccc(F)cc3)N2S(=O)(=O)c2ccccc2C)cc1,i,1%,35%,-10%,/,
C=CCn1c(NC(=O)CC)c(C(=O)OCC)sc1=S,1.8%,1%,-4%,12%,8%,
CC(C)c1ccc(N(CC(=O)NCCc2ccccc2)C(=O)c2csnn2)cc1,0.7%,3%,15%,0%,3%,
O=C(NCCc1ccccc1)c1ccccc1F,i,3%,15%,-4%,-2%,
CN(C(=O)CSc1nnc(-c2ccco2)n1N)C1CCCCC1,0.9%,-3%,-6%,1%,11%,
O=C1CS/C(=N\N=C\c2ccco2)N1c1ccccc1,5.3%,6%,-3%,6%,7%,
CCCn1cc(SCC(=O)NC2CCCC2)c2ccccc21,1.6%,-4%,3%,-13%,-9%,
# The list continues.
SMILES,VEEV TC-83 Vero,H37Rv inhibition,tuberculosis growth,influenza NS1A,Salmonella PhoP GFP,others
COc1ccc(C(=O)Nc2nnc(SCC(=O)NC3CC3)s2)cc1,2.9%,7%,43%,-2%,9%,
COc1ccc(CC2(CO)CCN(Cc3cnn(C)c3)CC2)cc1,i,/,/,-12%,/,
CCN(CC)c1nc2ccccc2c(N)c1-c1ccccc1,3.6%,4%,48%,3%,-1%,
CCOC(=O)Cc1csc(NC(=O)CN2CCN(CC)CC2)n1,i,-2%,-2%,-18%,-4%,
Cc1c(N=Cc2ccc(Br)s2)cccc1[N+](=O)[O-],0.5%,-5%,7%,3%,3%,VEEV TC-83 Vero 10K pilot screen=1.5
COCCn1c(C)cc(C(=O)Cn2nc(C(=O)O)c3ccccc3c2=O)c1C,2.4%,2%,10%,1%,3%,
CCOc1ccccc1NC(=O)N1CCCC1C(=O)Nc1ccc(-n2cnnn2)c(C)c1 (centres undefined),i,-3%,23%,3%,-20%,
CSc1ccc(S(=O)(=O)NCCCOC(C)C)cc1,1.3%,7%,-4%,-3%,2%,
Cc1cc(C)n(S(=O)(=O)c2ccc(C)c(C)c2C)n1,4.4%,-2%,-2%,-5%,-4%,
COc1ccc(NC(=O)C(c2ccccc2)N(C)C(=O)c2ccc(=O)[nH]c2)cc1 (centres undefined),1.1%,-2%,7%,-2%,4%,
CC(=O)N(O)CCCCCNC(=O)CCC(=O)N(O)CCCCCNC(=O)CCC(=O)N(O)CCCCCNC(=O)CCC(=O)O,1.5%,/,/,-22%,/,
Cc1ccc(Cn2nc(C)cc2C(=O)Nc2ccccc2Cl)cc1,1.1%,10%,-8%,-25%,2%,
CC1CCCN(S(=O)(=O)c2ccc3c(c2)CCN3C(=O)C2CCC2)C1 (centres undefined),0.3%,-6%,2%,4%,-6%,
C=CCn1c(SCC(=O)c2c(N)n(C)c(=O)n(C)c2=O)nnc1-c1ccccc1F,2.0%,1%,-2%,-1%,-7%,
COc1cccc2sc(Nc3nc(C)c(C(C)=O)s3)nc12,8.4%,0%,1%,-1%,-9%,
N#CC(c1ccccc1)N(CCCCl)C(=O)c1ccc(Br)cc1 (centres undefined),0.6%,0%,33%,-10%,-4%,
COC(=O)c1ccc(COc2cccc(C)c2C)cc1,0.8%,-2%,-6%,1%,-13%,
O=C(Cc1c[nH]c2ccccc12)Nc1ccc(N2CCOCC2)cc1,2.3%,-4%,-7%,7%,7%,
CC(C)(C)OC(=O)N1C[C@H](O)C[C@H]1C(=O)OCC(=O)c1ccc([N+](=O)[O-])cc1,0.2%,8%,45%,9%,-19%,
CCCCc1ccc(S(=O)(=O)N2CCN(C(=O)c3ccco3)CC2)cc1,i,-9%,14%,1%,5%,
COC(=O)NCC(c1cccnc1)N1CCN(c2ccccc2)CC1 (centres undefined),1.0%,0%,-1%,2%,-2%,VEEV TC-83 Vero 10K pilot screen=0.4
Cc1ccc(NS(=O)(=O)c2cc(C(=O)N3CCOCC3)ccc2C)cc1,0.7%,2%,-1%,-4%,4%,
Cc1ccc(CCNC(=O)c2ccc(CS(=O)(=O)Cc3ccc(F)cc3)o2)cc1,0.6%,3%,-14%,3%,2%,
Nc1ccc2nc(-c3ccccc3)c(-c3ccccc3)nc2c1,13%,5%,-1%,-20%,-2%,
Cc1cc(N(C)NC(=S)Nc2ccccc2)nc(C)n1,0.4%,3%,-5%,-5%,-2%,

# In the list so far, 6 contain a Cl atom:
SMILES,VEEV TC-83 Vero,H37Rv inhibition,tuberculosis growth,influenza NS1A,Salmonella PhoP GFP,others
N#Cc1c(C(F)(F)F)cc(-c2cccc(Cl)c2)[nH]c1=O,2.5%,-16%,54%,4%,-10%,
CC(C)OC(=O)NCCOC(=O)Nc1ccc(Cl)c(Cl)c1,0.4%,-15%,12%,3%,6%,
Cc1c(C(=O)NCCSCc2c(F)cccc2Cl)cnn1-c1ccc(Cl)cc1,4.6%,?,59%,/,4%,
CN1CCCN(C(=O)c2ccccc2Cl)CC1,0.7%,1%,7%,17%,-3%,
Cc1ccc(Cn2nc(C)cc2C(=O)Nc2ccccc2Cl)cc1,1.1%,10%,-8%,-25%,2%,
N#CC(c1ccccc1)N(CCCCl)C(=O)c1ccc(Br)cc1 (centres undefined),0.6%,0%,33%,-10%,-4%,

# (list continues)
SMILES,VEEV TC-83 Vero,H37Rv inhibition,tuberculosis growth,influenza NS1A,Salmonella PhoP GFP,others
CCOc1ccc(CN2CCNC(=O)C2CC(=O)NCCC2=CCCCC2)cc1 (centres undefined),0.1%,0%,23%,/,4%,
O=c1oc(-c2ccccc2)cc(Cl)c1Cl,?,?,?,4%,-11%,
CN(Cc1ccc(F)cc1)C(=O)c1cccc(S(=O)(=O)NCc2ccccc2)c1,1.9%,0%,-5%,5%,0%,
COc1ccc(OC)c2sc(N3CCCCC3)nc12,3.0%,0%,1%,-4%,-4%,
C[C@@]12C(=O)N(c3cccc(F)c3)C(=O)N1[C@H](c1ccc(Cl)cc1)[C@@H]1C(=O)N(C3CCCCC3)C(=O)[C@@H]12,i,25%,27%,-1%,3%,
COc1ccc(NC(=O)c2ccc(S(=O)(=O)N3CCCCC3)cc2)c(OC)c1,2.4%,2%,6%,6%,9%,
FC(F)(F)c1nc2nncn2c2c1CCCCC2,3.3%,-1%,-3%,3%,-11%,
COCCNS(=O)(=O)c1ccc(Cl)c(C(=O)NC2CCN(Cc3ccccc3)CC2)c1,i,-9%,9%,12%,1%,
Cc1cc(=O)oc2c3c(cc(OCC(=O)NC4CC4)c12)OC(C)(C)CC3,2.1%,-7%,-11%,-5%,11%,
O=C(CSc1nnc(-c2ccccc2)o1)NC1CC1,5.4%,52%,?,2%,-2%,
Cc1ccccc1N1CN(Cc2ccco2)CNC1=S,0.0%,-5%,12%,15%,-23%,
O=C(Nc1ccc(F)cc1)NC1CCCCCCC1,2.4%,?,47%,-7%,-5%,
COc1ccc(OC)c(N/C(N)=N/c2nc(C)cc(C)n2)c1,0.1%,-2%,8%,-9%,-6%,
COC(=O)/C(=C\Nc1ccccc1)NC(=O)c1ccc(Cl)cc1Cl,1.7%,1%,1%,-6%,-6%,
CC(C)(C)c1ccc(/C=C(\C#N)C(=O)NC2CC2)cc1,6.7%,1%,78%,/,-1%,
N#C[C@]1(S(=O)(=O)c2ccccc2)C[C@@H]2ON=C(c3cccc(Br)c3)[C@@H]2C1,0.1%,-2%,8%,12%,-1%,
O=C1c2ccccc2C(=O)N1c1ccc(Cc2ccncc2)cc1,i,-8%,4%,8%,-8%,
CCOC(=O)c1ccc(NC(=O)CSc2nc3c(c(=O)n2C)SC(C)C3)cc1 (centres undefined),2.7%,-2%,7%,-7%,4%,VEEV TC-83 Vero 10K pilot screen=1.2
Cc1cc(C)c2cccc(N)c2n1,1.2%,7%,72%,6%,8%,VEEV TC-83 Vero 10K pilot screen=0.1
Cc1ccc(NC(=O)C2CC(=O)n3c(nc4ccccc43)N2)cc1C (centres undefined),0.4%,-5%,1%,12%,8%,
CC1=C(C(=O)Nc2ccccn2)C(c2ccc(Br)cc2)NC(=S)N1 (centres undefined),2.9%,-12%,-5%,2%,-1%,
O=C(N[C@@H]1c2ccccc2CC[C@@H]1OCc1ccccc1)c1ccc(C(F)(F)F)cc1,0.6%,/,/,-20%,/,
CCc1nnc2c(N(C)C)nc3ccccc3n12,0.3%,-3%,-17%,-6%,-6%,
COCCNC(=O)C(=O)NCC1OCCCN1S(=O)(=O)c1cccs1 (centres undefined),2.0%,8%,-18%,-3%,5%,
CC(C)(C)OC(=O)NCCCC[C@H](NC(=O)c1[nH]cnc1C(=O)N[C@@H](Cc1ccccc1)C(=O)OCc1ccccc1)C(=O)OC(C)(C)C,0.6%,-2%,5%,-3%,/,
# Continued:
SMILES,VEEV TC-83 Vero,H37Rv inhibition,tuberculosis growth,influenza NS1A,Salmonella PhoP GFP,others
S=C(Nc1cccc(Cl)c1Cl)NC1CCN(Cc2ccccc2)CC1,2.6%,5%,?,-6%,2%,
CCCC(=O)Nc1nc2ccc3nc(C)sc3c2s1,8.1%,3%,-2%,2%,-5%,
CCC(CC)NC(=O)c1ccccc1Oc1ccccc1,0.9%,-6%,0%,-3%,13%,
CCOC(=O)C1(Cc2cccc(Cl)c2)CCCN(C(=O)C(C)(C)C)C1 (centres undefined),0.4%,-5%,-9%,-2%,1%,
COc1ccc(/C=N/n2cnc3c([nH]c4ccccc43)c2=O)cc1COc1ccccn1,/,1%,12%,/,11%,
O=[S@]1Oc2ccccc2-c2ccccc21,2.6%,11%,-6%,-2%,6%,
O=C(NC1CCCCC1)[C@@H]1CC=C[C@@H]2CCN(C3CCCCC3)C(=O)[C@@H]21,0.7%,-1%,-3%,12%,-2%,
COC(=O)CCCC1=CC2=CC(=O)C(C)(OC(=O)CCc3ccccc3)C(=O)C2=CO1 (centres undefined),0.9%,2%,7%,0%,-1%,
CCOC(=O)c1c[nH]c(=O)c(Br)c1O,1.3%,4%,-2%,-7%,-6%,
COc1ccc(N2C(=O)CC(Sc3ncccc3C(=O)O)C2=O)cc1 (centres undefined),0.5%,1%,-1%,-1%,8%,
CS(=O)(=O)N1CCN(CCN2C(=O)c3cccc4cccc(c34)C2=O)CC1,3.8%,-4%,-10%,9%,3%,
Cc1c(NC(=O)CSc2nnnn2-c2ccc(O)cc2)c(=O)n(-c2ccccc2)n1C,0.4%,-2%,-2%,2%,4%,
CS/C(N)=N/S(=O)(=O)c1ccc(NC(C)=O)cc1,1.4%,-3%,4%,-8%,-3%,
